# hIAP inh: human IAP inhibition; purified IAP, CDP-Star luminescence, 30 min; inhibition, % at 10 µM; actives 0.12% (n = 330,000); AID 2544;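 active means inhibition reaching a set limit with compound at 10 µM in the primary screen, cut at about 35% in these data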;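 further: plate controls were DMSO wells with enzyme for no effect and no-enzyme buffer wells for full effect; values of inactives mirror those of a sister screen read the other way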
# NLRP3 yeast inh: inhibitors of NALP3 inflammasome in yeast | Yeast reconstituted NLRP3/ASC/caspase-1, beta-gal luminescence, 24 h | inhibition, % at 10 µM | actives 0.39% (n = 330,000) | AID 2825;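 active means inhibition of 50% or more; inactive means inhibition below 50%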;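 further: plate controls were induced DMSO wells for no effect and uninduced yeast grown without galactose for full effect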
# A3A deaminase: human APOBEC3A DNA deaminase inhibition; inhibition, % at 20 µM; actives 0.41% (n = 330,000); recombinant A3A, FAM/TAMRA ssDNA deamination fluorescence;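 active means at least 40% inhibition at 20 µM here, with at most 30% in a related deaminase screen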;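 further: plate controls were A3A with DMSO for no effect and wells lacking A3A enzyme for full effect; some results filed as inactive read as strong as hits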
# Target sequence (P31941 whole entry, looked up): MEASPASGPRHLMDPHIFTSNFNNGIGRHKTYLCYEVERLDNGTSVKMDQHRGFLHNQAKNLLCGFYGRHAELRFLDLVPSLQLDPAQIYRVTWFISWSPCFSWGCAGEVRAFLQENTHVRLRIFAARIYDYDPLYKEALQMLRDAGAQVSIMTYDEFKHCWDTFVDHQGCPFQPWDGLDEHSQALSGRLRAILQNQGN
# A3G deaminase: blocks human APOBEC3G single-stranded DNA deamination. Q9HC16. recombinant A3G, ssDNA deamination FAM/TAMRA fluorescence. inhibition, % at 20 µM. actives 0.28% (n = 330,000);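 active means inhibition of at least 40% at 20 µM, with no more than 30% in the related APOBEC3A deaminase screen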;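 further: plate controls were DMSO wells with A3G for no effect and wells lacking A3G enzyme for full effect; some compounds called inactive have numbers as strong as hits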
# Target sequence (Q9HC16 whole entry, looked up): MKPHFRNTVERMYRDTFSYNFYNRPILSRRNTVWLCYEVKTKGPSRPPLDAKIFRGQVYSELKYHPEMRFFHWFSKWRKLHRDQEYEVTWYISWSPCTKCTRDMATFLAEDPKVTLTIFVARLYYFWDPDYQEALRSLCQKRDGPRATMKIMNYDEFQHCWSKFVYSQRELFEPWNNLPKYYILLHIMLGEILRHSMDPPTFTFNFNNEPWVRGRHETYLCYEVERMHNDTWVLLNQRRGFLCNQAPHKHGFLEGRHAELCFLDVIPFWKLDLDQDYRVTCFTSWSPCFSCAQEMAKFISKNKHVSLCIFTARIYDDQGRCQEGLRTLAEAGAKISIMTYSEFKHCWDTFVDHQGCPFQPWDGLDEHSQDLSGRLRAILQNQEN
# hIAP act: human IAP activation | P09923 | purified human IAP, CDP-Star luminescence, 30 min; hits give high values; 1 = vehicle-only enzyme, 0 = enzyme-free background | activation factor at 10 µM | actives 0.16% (n = 330,000) | AID 2524;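 active means activation factor of the enzyme at least 2-fold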; further: the source names both 10 and 20 µM as test concentration; values of inactives mirror those of a sister screen read the other way
# SENP1 inh: blocks the human SENP1 SUMO protease catalytic domain. recombinant SENP1 catalytic domain, CyPet-SUMO1-YPet FRET cleavage. inhibition, % at 10 µM. actives 0.21% (n = 360,000). Q9P0U3. AID 624204;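 active means inhibition at least 30% at 10 µM, raw YFP signal under a set limit, fluorescence ratio 0.5 to 1.5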;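 further: 0% = enzyme with DMSO and 100% = no enzyme wells; some results filed as inactive read as strong as hits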
# Target sequence (Q9P0U3 419-644 limits assumed): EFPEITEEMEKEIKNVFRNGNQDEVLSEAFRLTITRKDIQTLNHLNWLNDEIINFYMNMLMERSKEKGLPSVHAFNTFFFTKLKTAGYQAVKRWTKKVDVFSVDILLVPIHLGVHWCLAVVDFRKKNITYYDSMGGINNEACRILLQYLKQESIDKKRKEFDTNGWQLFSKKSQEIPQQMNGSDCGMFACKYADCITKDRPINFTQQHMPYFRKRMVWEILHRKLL
#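 System: Recombinant human SENP1 catalytic domain, His6-tagged | Incubation: Enzyme reaction for 50 min at room temperature, dark | Medium: Tris pH 8 with BME, BSA, NP40 and catalase | Also added: 25 nM SUMO1 FRET substrate | Compound: 10 µM single point, 0.5% DMSO | Measured by: FRET fluorescence in CFP and YFP emission channels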
# mIAP activ: mouse IAP activation. muIAP, CDP-Star luminescence, 30 min; hits give high values; 1 = vehicle-only enzyme signal, 0 = enzyme-free wells. activation factor at 10 µM. actives 0.24% (n = 330,000). AID 2805;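 active means activation factor of at least 2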; further: the source names both 10 and 20 µM as test concentration; values of inactives mirror those of a sister screen read the other way
#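 Assay system: mouse IAP enzyme; Reagent: CDP-Star chemiluminescent phosphatase substrate; Compound: DMSO-dissolved test compounds; Incubation: 30 min, room temperature; Technique: luminescence from enzymatic CDP-Star hydrolysis; Controls: DMSO-only wells and no-enzyme negative control.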
# MIN6 prolif: inducers of beta-cell replication in MIN6 cells; MIN6 cells proliferation, ATPlite luminescence, 48 h; cells starved in 0.2% serum; 100% = growth in 10% serum; proliferation, % at 10 µM; actives 0.29% (n = 330,000); AID 2380;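 active means compounds whose signal lies at least 3.5 SD above the mean of all wells on their plate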;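 further: 0% = DMSO-treated cells in low-serum medium and 100% = 10% serum control; some compounds called inactive have numbers as strong as hits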
# mIAP block: blocks mouse intestinal alkaline phosphatase; AID 2806; purified mouse IAP, CDP-Star luminescence, 30 min; actives 0.2% (n = 330,000); inhibition, % at 10 µM;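 active means inhibition of at least 40% at 10 µM in the primary screen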;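 further: plate controls were DMSO with enzyme for no effect and no enzyme wells for full effect; values of inactives mirror those of a sister screen read the other way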
# An asterisk follows results filed as active; nt = no result given. Some of the compounds tested; count on the stated rates, not on these rows.
# Screens in order – NLRP3 yeast inh	A3G deaminase	MIN6 prolif	A3A deaminase	hIAP inh	mIAP activ	SENP1 inh	hIAP act	mIAP block
> O=C(OCC(=O)N(C1CCCCC1)C1CCCCC1)c1ccco1
→ 14.6	3.1	2.0	4.2	-2.5	1.13	0.3	1.02	-12.9
> CCCCn1nc2cc(C(=O)NCc3ccccc3)ccc2c1OCC
→ 8.7	-8.8	5.2	-1.1	5.3	0.977	1.7	0.947	2.3
> CCOC(=O)c1nnn2c1nc(N1CCCCC1)c1ccccc12
→ 12.8	4.1	4.6	1.5	-0.6	1.05	1.2	1.01	-4.9
> Cc1ccc(-c2csc3nnc(SCC(=O)NCc4ccc5c(c4)OCO5)n23)cc1
→ 7.0	0.5	2.9	0.3	11.2	0.983	-0.4	0.888	1.7
> COc1cc(N2CCCC2)c(OC)cc1C=O
→ 12.9	-4.5	-3.0	3.8	6.9	0.905	-24.4	0.931	9.5
> CCOC(=O)c1cc(-c2ccccc2)sc1NC(=O)C(C)OC(=O)c1ccncc1 (stereo not given)
→ 27.5	-14.2	0.0	-3.3	7.0	0.834	-18.5	0.93	16.6
> Cc1ccc(CNC(=O)CCS(=O)(=O)c2ccc3c(c2)NC(=O)CO3)cc1
→ -0.4	-5.5	-2.3	-4.6	-17.5	0.887	-0.5	1.18	11.3
> CC(=O)c1nnn(-c2ccc([N+](=O)[O-])cc2)c1C
→ 10.4	2.9	-3.3	4.4	-10.8	0.963	-0.8	1.11	3.7
> CCOC(=O)C1=C(c2ccccc2)N=C2SCC(=O)N2C1c1cccc(OC)c1 (stereo not given)
→ 4.8	-2.8	-0.4	0.3	-5.0	0.937	2.4	1.05	6.3
> CCOC(=O)CCS(=O)(=O)c1nc(-c2ccccc2)cc(C(F)(F)F)n1
→ 42.1	-5.2	-5.5	-2.4	10.7	0.921	3.8	0.893	7.9
> CC(Sc1nncn1C)C(=O)Nc1ccc2ccccc2c1 (stereo not given)
→ 13.6	-5.7	0.1	15.8	-21.4	1.03	3.2	1.21	-3.4
> COc1cccc(/C=N/NC(=O)CNC(=O)CCc2ccccc2)c1O
→ 8.9	-1.8	-0.5	3.9	-46.2	1.03	-5.8	1.46	-2.6
> Cc1ccc(NC(=O)Cn2nnc(C(=O)Nc3ccc(F)c(Cl)c3)c2N)cc1
→ 4.7	0.8	-2.3	-3.6	-2.2	1.01	3.3	1.02	-1.0
> CCOc1ccccc1N(CC(=O)NCC1CCCO1)C(=O)CCC(=O)Nc1nccs1 (stereo not given)
→ 2.4	-9.8	3.5	-3.3	-17.8	0.964	-0.2	1.18	3.6
> Cc1ccc(N2C(=O)[C@@H]3C(c4cccnc4)=NO[C@@H]3C2=O)cc1
→ 29.6	56.6*	-1.5	-1.4	8.5	1	-0.1	0.915	-0.2
> O=[N+]([O-])c1ccc(Cl)cc1NCc1cccnc1
→ 19.7	-1.9	1.3	2.6	6.8	1.03	2.3	0.932	-3.4
> COc1cc(NC(=O)c2cccs2)c(C(=O)OCC(=O)NCc2ccccc2)cc1OC
→ 5.5	-9.7	-1.0	-3.1	-1.5	0.971	-2.0	1.01	2.9
> COc1ccc(NC(=O)CN(C)C(=O)c2cc3c(s2)CCC3)cc1
→ 18.1	71.6	1.7	91.7	17.6	0.902	-1.0	0.824	9.8
> Cc1nc(Nc2ccc(S(N)(=O)=O)cc2)sc1C(=O)Nc1ccccc1
→ 4.5	-4.9	2.5	-3.2	-3.8	0.931	-0.1	1.04	6.9
> CSc1ccc(C(=S)N2CCN(C(c3ccccc3)c3ccccc3)CC2)cc1
→ -1.2	34.9	-2.1	0.3	11.3	0.904	1.3	0.887	9.6
> O=C(c1ccccc1NS(=O)(=O)c1ccc(Br)cc1)N1CCOCC1
→ 11.0	-6.3	-1.4	-3.1	-14.4	1.01	3.4	1.14	-0.6
> CC(=O)/C=C(\C)Nc1ccc(-c2cnc(-c3ccccc3)o2)cc1
→ 49.9	-1.8	-0.5	-2.9	-14.1	1.13	-64.8	1.14	-13.4
> COc1cccc(NC(=O)c2cc3cccc(OC)c3o/c2=N\O)c1
→ 1.1	-2.1	-6.4	-3.5	21.1	1.03	nt	0.789	-3.1
> O=C(COC(=O)Cc1ccsc1)Nc1ccc(S(=O)(=O)N2CCOCC2)cc1
→ 7.7	-3.5	-1.1	-0.8	-9.7	0.954	-0.3	1.1	4.6
> CCCc1cc(=O)n(-c2nc3ccccc3s2)[nH]1
→ 8.9	3.4	-6.0	3.9	-3.8	0.989	-1.3	1.04	1.1
> N#Cc1cn(CCOc2ccc(F)cc2)c2ccccc12
→ -7.3	-1.9	-0.2	-2.7	5.0	1.02	0.1	0.95	-1.9
> COc1ccc(NC(=O)C2CCCN(S(C)(=O)=O)C2)cc1Cl (stereo not given)
→ -0.2	-1.1	-2.3	-2.5	-11.0	0.762	3.3	1.11	23.8
> CCOC(=O)C1CCN(C(=O)c2ccc(Oc3cc(Cl)cc(Cl)c3)o2)CC1
→ 23.8	-3.6	-2.0	-2.8	9.2	1.01	0.4	0.908	-0.7
> CC1(O)N(CCC(=O)Nc2cccc(F)c2)C(=O)OC12CCCCC2 (stereo not given)
→ 17.2	-12.9	1.6	-1.3	3.1	1.03	-2.9	0.969	-2.7
> CCOc1ccccc1N1CCN(C2=C(NS(=O)(=O)c3cccs3)C(=O)c3ccccc3C2=O)CC1
→ -6.2	1.7	-6.8	-0.9	11.0	0.998	-3.0	0.89	0.2

# Continued.
# Screens in order – NLRP3 yeast inh	A3G deaminase	MIN6 prolif	A3A deaminase	hIAP inh	mIAP activ	SENP1 inh	hIAP act	mIAP block
> Cc1ccc(NC(=O)Cn2c([N+](=O)[O-])cnc2C)cc1Cl
→ 18.3	-2.4	0.5	0.2	-14.4	0.941	1.6	1.14	5.9
> CC(OCC(O)CN(C)CCOc1ccccc1)c1ccc(Cl)cc1 (stereo not given)
→ 25.6	-7.7	-3.3	-2.0	-0.2	0.96	2.1	1	4.0
> O=C(O)CCCN=CC1=C(O)C(C(=O)c2ccccc2)CCC1=O (stereo not given)
→ -2.0	0.9	-2.4	-2.3	12.9	1.09	2.8	0.871	-9.3
> O=C(c1cc2c(ccc3ccccc32)o1)N1CCCCC1
→ 25.9	-8.1	-4.4	-3.5	-8.4	1.01	2.5	1.08	-1.0
> CCOc1ccc(NC(=O)CNC(=O)c2ccc(OC)cc2)cc1
→ 8.6	-8.0	-0.1	-1.0	-2.3	0.923	3.5	1.02	7.7
> COc1cccc(NC(=O)CCCn2nc(C)c3c(C)n(-c4ccccc4)nc3c2=O)c1
→ 2.2	-3.7	-3.1	-3.7	-10.8	1	0.2	1.11	-0.1
> CCn1c(CNC(C)=O)nnc1SCC(=O)c1ccc(Br)cc1
→ 3.5	-7.6	-2.3	-4.9	-37.2	1.01	1.7	1.37	-1.2
> CCN(CC1CCCN(CCc2cccc(OC)c2)C1)C(=O)C=C(C)C (stereo not given)
→ 7.8	-3.4	-1.3	-2.4	-0.3	0.913	-4.4	1	8.7
> COc1ccc2oc(=O)cc(CN3CCN(Cc4ccc(OC)c(OC)c4OC)CC3)c2c1
→ 7.9	-8.5	-3.6	-5.3	5.8	0.91	-5.1	0.942	9.0
> C=C(C)CN(CC)C(=O)COc1ccc(S(=O)(=O)Nc2ccc(OC)cc2)cc1
→ 5.1	-4.4	-2.0	3.0	-8.9	1.15	1.6	1.09	-15.4
> COc1cc(Cl)ccc1OCc1cc(C(=O)N2CCCCC2c2cccnc2)no1 (stereo not given)
→ 9.5	1.4	-5.3	-0.2	-17.3	0.954	-0.5	1.17	4.6
> CCCCc1nc2c(C)c(N)cnc2n1Cc1cccc([N+](=O)[O-])c1
→ 7.3	-3.9	-4.1	-2.3	1.1	0.879	1.5	0.989	12.1
> O=C(NCc1cccc(Cl)c1)c1cc(COc2ccc3ncccc3c2)on1
→ 14.8	-4.2	-6.9	-9.1	-12.3	1.05	0.1	1.12	-5.2
> C=CCN=C1NN=C(c2cc(C)n(CCOC)c2C)CS1
→ 9.3	-8.4	-4.1	-2.6	0.8	0.946	-1.9	0.992	5.4
> N#CCCN(Cc1ccccc1)C(=S)NC(=O)c1ccccc1
→ 12.3	-0.1	-1.4	-1.2	14.3	0.989	0.7	0.857	1.1
> COc1cc(/C=N\NC(=O)C(C)(C)O)ccc1OC/C=C/c1ccccc1
→ 21.5	-3.5	-6.8	1.7	-3.5	1.06	0.2	1.03	-6.2
> CCOc1ccc(NC(=O)CSc2nnc(-c3cc(C)[nH]n3)n2N)cc1
→ 21.4	-3.3	-0.5	-0.1	-29.5	0.993	2.8	1.29	0.7
> C=CCn1c(=O)c(C(=O)Nc2ccc(C)cc2)c(O)c2ccccc21
→ 18.5	-1.7	-2.5	-4.2	-13.9	1.05	-1.3	1.14	-4.6
> Cc1ccc(/C=N/Nc2cccc3cccnc23)c(O)c1
→ 31.5	-1.3	-5.3	1.4	-0.2	0.881	-69.2	1	11.9
> COc1ccc(N2CCN(C(=O)Nc3ccc(S(=O)(=O)N(C)C)cc3)CC2)cc1
→ -5.8	-2.7	1.8	-1.8	13.4	0.998	0.1	0.866	0.2
> CC1(c2ccccc2Cl)NC(=O)N(CC(=O)N2c3ccccc3NC(=O)C2(C)C)C1=O (stereo not given)
→ 8.2	-10.0	-1.9	10.3	0.1	0.987	-0.2	0.999	1.3
> CC(C)c1ccc2c(c1)C(c1cccs1)=NNC(c1ccncc1)=N2
→ 28.3	-5.6	-5.1	2.1	13.0	0.881	2.8	0.87	11.9
> Cc1cccc(C(=O)OCC(=O)N2CCCC2=O)c1O
→ 18.9	-5.3	2.3	-1.0	5.0	1.17	1.8	0.95	-16.6
> Fc1ccc2cnc(-c3ccccc3F)cc2c1
→ 5.7	-2.3	-2.4	4.6	9.8	0.995	0.5	0.902	0.5
> Cc1ccc(C)c(N(CC(=O)NC2CCCC2)C(=O)CCC(=O)Nc2cc(C)on2)c1
→ 14.7	-3.6	-0.5	-2.6	-4.8	0.973	0.7	1.05	2.7
> O=C(N/N=C/c1ccc(Br)cc1)c1ccc(F)cc1
→ 23.9	-6.5	0.0	-2.4	-7.4	0.96	0.4	1.07	4.0
> Cc1c(N=C2N=C(NC(=O)NC(C)(C)C)c3ccccc32)c(=O)n(-c2ccccc2)n1C
→ 15.3	-9.1	1.6	0.8	1.4	0.961	-48.3	0.986	3.9
> O=C(Nc1ccc(NC(=O)c2cccs2)cc1)c1ccc2c(c1)OCO2
→ 12.5	-3.0	-4.8	3.5	-4.0	0.967	0.9	1.04	3.3
> COc1ccc(OC)c(N2C(=O)CCCC2=O)c1
→ 8.1	-6.2	-2.8	-10.3	-10.5	1.03	1.2	1.1	-2.9
> CCOC(=O)C1=C(COC(=O)Cc2ccccc2)NC(=O)NC1C (stereo not given)
→ 6.9	-7.8	4.6	-2.2	25.1	0.994	0.9	0.749	0.6
> O=C(Nc1ccc(F)cc1)C1(S(=O)(=O)c2ccc(Cl)cc2)CC1
→ 55.1*	-1.0	0.0	4.6	6.7	0.932	1.5	0.933	6.8
